bIAP act = bovine intestinal alkaline phosphatase activators, primary screen, biochemical, bovine IAP, CDP-star luminescence | alkaline phosphatase, intestinal [Bos taurus] | purified bovine IAP, 30 min; hits give high values; fold of DMSO-control signal, blank-subtracted | activation factor at 20 µM | 200,000 tested, 0.17% active | AID 1016, 2008;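 active means activation factor of 2 or more at 20 µM, a signal rise over negative controls twice the positive control's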
PPARg SRC1 recr = PPARgamma agonists recruiting SRC-1 coactivator, primary screen, biochemical. Peroxisome proliferator-activated receptor gamma (Homo sapiens), P37231. PPARgamma-SRC-1 coactivator recruitment biochemical assay. activation, % at 8 µM. 200,000 tested, 0.41% active. AID 631, 2007; in the data active means activation above about 19%;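 further: 0% = DMSO and 100% = reference agonist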
Target sequence (P37231 whole entry, looked up): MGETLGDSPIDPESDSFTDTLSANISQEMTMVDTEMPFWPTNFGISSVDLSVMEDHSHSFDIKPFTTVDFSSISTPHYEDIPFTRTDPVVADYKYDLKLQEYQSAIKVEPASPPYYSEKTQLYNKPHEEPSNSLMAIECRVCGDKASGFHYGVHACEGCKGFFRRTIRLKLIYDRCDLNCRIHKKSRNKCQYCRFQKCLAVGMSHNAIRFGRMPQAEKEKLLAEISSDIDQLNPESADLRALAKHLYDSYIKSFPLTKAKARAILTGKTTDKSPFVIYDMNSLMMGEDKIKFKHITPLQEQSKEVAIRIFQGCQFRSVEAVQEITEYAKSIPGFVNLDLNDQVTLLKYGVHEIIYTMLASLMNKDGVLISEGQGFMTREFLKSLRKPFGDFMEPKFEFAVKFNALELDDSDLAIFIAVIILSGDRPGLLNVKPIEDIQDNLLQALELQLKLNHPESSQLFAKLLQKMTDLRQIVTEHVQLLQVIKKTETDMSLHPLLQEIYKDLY
bIAP inh = bovine intestinal alkaline phosphatase inhibitors, primary screen, selectivity assay for TNAP inhibitor project, biochemical, bovine IAP, CDP-star luminescence; alkaline phosphatase, intestinal [Bos taurus]; inhibition, % at 20 µM; 190,000 tested, under 10 active; purified bovine IAP, 30 min;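 active means over 50% inhibition of intestinal alkaline phosphatase at 20 µM in the single-dose screen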
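test system = bovine IAP enzyme | medium = DEA buffer 100 mM, pH 9.8, with MgCl2 1.0 mM, ZnCl2 0.02 mM | detection = luminescence | dosing = single compound dose of 20 µM, 2% DMSO final | incubation = 30 min reaction at room temperature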
HMGR II inh = inhibitors of E. faecalis class II HMGR, primary screen, biochemical, Enterococcus faecalis; HMG-CoA reductase (Enterococcus faecalis, mvaE); purified E. faecalis HMGR, NADPH absorbance 340 nm kinetic; inhibition, % at 10 µM; 190,000 tested, 0.41% active; AID 1066, 2008;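 active means inhibition above a set limit, the median over all tested compounds plus 3 SD, cut at about 9.5% in these data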;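 further: enzyme runs in reverse so mevalonate oxidation gives rising NADPH absorbance; 0% = complete reaction with DMSO and 100% = background rate lacking mevalonate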
TNAP inh noacc = human TNAP enzyme inhibitors, primary screen, biochemical, luminescent, no phosphate acceptor, uHTS | Alkaline phosphatase, tissue-nonspecific isozyme (Homo sapiens), P05186 | purified TNAP, CDP-star luminescence, 30 min | inhibition, % at 20 µM | 200,000 tested, 0.26% active | AID 1012, 2008;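 active means tissue-nonspecific alkaline phosphatase inhibition above about 50% at 20 µM in the single-dose screen, limit read from the data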;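 further: 0% = DMSO negative control and 100% = EDTA positive control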
Target sequence (P05186 whole entry, looked up): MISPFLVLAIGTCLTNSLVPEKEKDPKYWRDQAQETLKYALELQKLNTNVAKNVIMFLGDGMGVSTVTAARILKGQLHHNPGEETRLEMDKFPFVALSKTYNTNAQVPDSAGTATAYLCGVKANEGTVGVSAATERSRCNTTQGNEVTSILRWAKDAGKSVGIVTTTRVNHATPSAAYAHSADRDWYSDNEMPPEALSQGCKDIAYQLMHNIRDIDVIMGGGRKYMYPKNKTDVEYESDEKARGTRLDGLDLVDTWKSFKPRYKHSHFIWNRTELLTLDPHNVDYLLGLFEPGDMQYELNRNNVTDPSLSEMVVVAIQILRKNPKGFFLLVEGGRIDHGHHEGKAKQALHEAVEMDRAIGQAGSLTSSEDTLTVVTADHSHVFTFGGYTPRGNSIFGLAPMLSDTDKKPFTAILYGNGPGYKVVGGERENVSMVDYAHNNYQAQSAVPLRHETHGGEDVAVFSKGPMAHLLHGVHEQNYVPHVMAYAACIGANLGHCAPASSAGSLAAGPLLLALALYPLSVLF
TNAP inh hi DEA = human TNAP enzyme inhibitors, primary screen, biochemical, luminescent, high phosphate acceptor level, uHTS | AID 1135, 2008 | inhibition, % at 20 µM | 200,000 tested, 0.03% active | purified TNAP, CDP-star luminescence, 1 M DEA;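 active means over 50% inhibition of tissue-nonspecific alkaline phosphatase at 20 µM in the single-dose screen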;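 further: plate controls were DMSO wells for no effect and EDTA-quenched wells as full inhibition for full effect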
TNAP act hiacc = TNAP activators at high phosphate acceptor level, primary screen, biochemical, luminescence, uHTS; Alkaline phosphatase, tissue-nonspecific isozyme (Homo sapiens), P05186; purified TNAP, CDP-star luminescence, 1 M DEA, 30 min; hits give high values; 0 = EDTA background, 1 = DMSO-only activity; activation factor at 20 µM; 200,000 tested, under 10 active;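 active means activation factor at least 2 at 20 µM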
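Assay system: human TNAP; Input: enzyme diluted 1/800 final; Reagent: CDP-star luminogenic substrate at 100 µM final; Timing: 30 min, room temperature; Signal: luminescence; Evaluation: TNAP activation factor scaled between EDTA and DMSO control wells.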
PPARg SRC-3 ag = PPARgamma agonists recruiting SRC-3 coactivator, primary screen, biochemical | biochemical PPARgamma/SRC-3 coactivator recruitment assay | 200,000 tested, 0.26% active | activation, % at 8 µM | Peroxisome proliferator-activated receptor gamma (Homo sapiens), P37231 | AID 731, 2007; in the data active means activation above about 23%;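 further: 0% = DMSO and 100% = reference agonist; some compounds past the cut are filed as inactive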
SRC2 TRFRET art = TR-FRET signal artefacts, primary screen, artefact control for PPARgamma SRC-2 agonist project, biochemical. TR-FRET ratio at 8 µM. AID 1049, 2008. 200,000 tested, 0.4% active. TR-FRET artefact counter-screen; hits give high values; in the data active means TR-FRET ratio above about 2000; further: inactives centre near 1500
PPARg SRC-2 ag = agonists of PPARg-SRC-2 recruitment, primary screen, biochemical, HTS; Peroxisome proliferator-activated receptor gamma (Homo sapiens), P37231; PPARgamma LBD-SRC-2 recruitment; activation, % at 8 µM; 200,000 tested, 0.34% active; in the data active means activation above about 22%;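 further: 0% = vehicle and 100% = reference agonist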
An asterisk follows results filed as active; . = no result given.

Value order: bIAP act, PPARg SRC1 recr, bIAP inh, HMGR II inh, TNAP inh noacc, TNAP inh hi DEA, TNAP act hiacc, PPARg SRC-3 ag, SRC2 TRFRET art, PPARg SRC-2 ag
> COC(=O)c1cn(-c2nc(C)c3c(n2)CCC3)nn1
    1, -6, 0, 2, -3, 1, 1, -4, 1389, -3
> O=C(COC(=O)/C=C/c1ccc(S(=O)(=O)N2CCCCCC2)cc1)NCc1ccccc1Cl
    0.9, -4, 14, -2, -12, 4, 1, -3, 1459, 6
> CCOC(=O)CSc1nc2ccccc2c(=O)n1CCC(=O)NCCc1ccc(OC)c(OC)c1
    1, 1, 3, -1, -359, -14, 1.1, 3, 1544, 7
> COc1cc(Nc2ccc(C(=O)O)cc2[N+](=O)[O-])cc(OC)c1
    1.1, 4, -14, -2, 16, 20, 0.8, 1, 1744, 9
> CC(C)(C)C(=O)Nc1ccc2c(c1)-c1cc(NC(=O)C(C)(C)C)ccc1C2
    0.9, -5, 8, -8, -12, -5, 1, -2, 1599, 4
> O=C(CCC(=O)Nc1ccc(Cl)cc1Cl)NNC(=O)Nc1ccccc1
    1.1, -7, -14, 1, -30, -6, 1.1, -4, 1484, -4
> O=c1[nH]c2ccc(S(=O)(=O)Nc3ccc(-c4nnc5n4CCCCC5)cc3)cc2o1
    1, -4, -4, -1, 5, -7, 1.1, -7, 1463, -3
> CCOC(=O)c1cnc(SCc2nc(N)nc(Nc3ccc(C)cc3)n2)nc1N
    0.9, 8, 11, -5, -5, 0, 1, 10, 1627, 11
> CCN(CC)c1ccc(-c2nnc(SCC(=O)Nc3ccccc3C#N)n2-c2ccccc2)cc1
    0.9, 9, 9, -14, 3, -3, 1, 15, 1629, 0
> CCOC(=O)c1c(C)[nH]c(-c2csc(C)n2)c1C
    0.9, -2, 6, 3, -20, -6, 1.1, 4, 1524, 5
> CCCSC1=C(C#N)C(c2cccnc2)C(C(=O)OCC)=C(c2ccccc2)N1 (stereo not given)
    0.9, 7, 5, -5, -11, -4, 1, -1, 1435, 0
> CC(=O)N1CCN(S(=O)(=O)c2cccc(C(=O)Nc3nc4ccccc4[nH]3)c2)CC1
    1.2, -5, -17, 1, -8, -3, 1, -1, 1460, -7
> CCOc1ccc(N2C(=O)c3cccnc3C2Nc2ccc(C)cc2)cc1 (stereo not given)
    1, 9, 0, -3, -10, -2, 1, -10, 1488, -1
> CCOC(=O)N1CCC(NC(=O)CSCc2cnn(-c3ccccc3)c2-n2cccc2)CC1
    1.1, 10, -9, -3, -7, -4, 1, -1, 1501, 9
> CCc1n[nH]c(=S)n1/N=C/c1cc(Br)c(OC)cc1OC
    1.1, -7, -6, -1, -27, 3, 1, 5, 1538, 2

Gathered by group, the compounds so far with a Cl atom.
Value order: bIAP act, PPARg SRC1 recr, bIAP inh, HMGR II inh, TNAP inh noacc, TNAP inh hi DEA, TNAP act hiacc, PPARg SRC-3 ag, SRC2 TRFRET art, PPARg SRC-2 ag
> O=C(COC(=O)/C=C/c1ccc(S(=O)(=O)N2CCCCCC2)cc1)NCc1ccccc1Cl
    0.9, -4, 14, -2, -12, 4, 1, -3, 1459, 6
> O=C(CCC(=O)Nc1ccc(Cl)cc1Cl)NNC(=O)Nc1ccccc1
    1.1, -7, -14, 1, -30, -6, 1.1, -4, 1484, -4

Further results
Value order: bIAP act, PPARg SRC1 recr, bIAP inh, HMGR II inh, TNAP inh noacc, TNAP inh hi DEA, TNAP act hiacc, PPARg SRC-3 ag, SRC2 TRFRET art, PPARg SRC-2 ag
> CCn1ncc(Cl)c1C(=O)NC(=S)Nc1c(C)cc(C)cc1[N+](=O)[O-]
    1.1, 6, -12, 6, 0, 2, 1, 7, 1635, 11
> Cc1c(C(=O)Nc2cccc(Cl)c2)cn2c(nc3ccccc32)c1C#N
    1, -6, 5, -8, -30, -5, 1.1, -1, 1486, -3
> O=[N+]([O-])/C=C/c1cn(Cc2ccc(Cl)cc2)c2ccccc12
    1.1, -3, -15, 0, 1, 1, 1, 10, 1663, 3
> CCCCn1c(N)c(S(=O)(=O)c2ccc(C)cc2)c2nc3ccccc3nc21
    0.8, -4, 17, -1, -7, -5, 1, -1, 1587, -2
> CC(=O)C(Sc1ccc2nnc(-c3cccnc3)n2n1)C(C)=O
    1.2, -3, -17, ., -12, -3, 1, 3, 1537, 3
> CCCc1cc(SCC(=O)Nc2c(C)n(C)n(-c3ccccc3)c2=O)n2c(nc3ccccc32)c1C#N
    1.1, 3, -10, -6, -23, -2, 1, 7, 1312, -5
> O=C(CSc1cnc2ccccc2n1)c1ccc(F)cc1
    0.5, 8, 49, -2, 0, 1, 1, 1, 1622, 7
> COc1ccc(Cn2c(=O)cc(C)[nH]c2=S)cc1
    0.9, -1, 10, -2, -1, -1, 1, 2, 1676, -4
> CCn1c(SCc2nc3ccccc3[nH]2)nnc1-c1ccccc1OC
    2.3*, -5, -133, 1, -22, -6, 1.1, -10, 1530, -1
> COc1ccc2c(c1)[nH]c1c(=O)n(CCC3=CCCCC3)cnc12
    0.7, 2, 32, -5, -12, -4, 1, 20, 1725, 13
> Cc1occc1C(=O)N1CCN(c2ccccc2)CC1
    0.9, 3, 6, 1, 1, -1, 1, 1, 1504, 4
> O=S1(=O)N=C(N2CCc3ccccc3C2)c2ccccc21
    1, 9, -3, -4, -10, -5, 1.1, -2, 1560, -3
> CCOc1ccc(S(=O)(=O)NCCC(=O)NC2=NCCS2)cc1
    0.9, 6, 9, -1, -9, -6, 1.1, -7, 1679, 0
> O=C(Nc1c(C(=O)N2CCCC2)cnn1-c1ccccc1)c1cccc(F)c1
    1, 1, 4, 1, -10, -3, 1, 3, 1238, 4
> Cc1nc(-c2ccccn2)sc1C(=O)Nc1ccc(Cl)c(Cl)c1
    1, 11, -2, -3, -1, -2, 1, -3, 1684, 1
> COC(=O)[C@H](Cc1ccccc1)NC(=O)NCCC1=CCCCC1
    1, 2, -1, 0, -15, -10, 1.1, 1, 1429, 6
> N#C/C(=N\Nc1ccc(S(=O)(=O)N2CCCCCC2)cc1)C(N)=S
    0.9, 10, 8, -6, 35, 22, 0.8, 5, 1859, 8
> CCOC(=O)c1cc(-c2ccc(C)o2)n[nH]1
    1.1, 2, -13, 0, 68*, 0, 1, 11, 1603, 3
> Cc1cc(C)n(-c2nc3ccccc3nc2N2CCN(C(=O)c3ccc(F)cc3)CC2)n1
    1.1, 3, -7, -8, -8, -3, 1, 9, 1446, 5
> O=c1c2ccccc2c(C=NC2CCS(=O)(=O)C2)c(O)n1-c1ccccc1 (stereo not given)
    0.9, 3, 10, 1, 7, -6, 1.1, 12, 1623, 4
> OCCCc1nc2ccccc2n1CCOc1ccccc1
    0.7, 4, 26, 0, -15, -4, 1, 8, 1623, 6
> O=C(CC1C(=O)NCCN1Cc1ccc(F)cc1)NCCCn1cccn1 (stereo not given)
    1, 1, 1, -2, -12, -4, 1, 2, 1530, 3
> O=C(CN1CCSCC1)N1CCc2[nH]c3ccc(Br)cc3c2C1
    1, 0, 0, -1, -2, -4, 1, 1, 1647, 9
> CCc1cc2c(=O)c(-c3nc(C)cs3)c(CCCC(=O)O)oc2cc1O
    1, 4, 3, 4, -5, 1, 1, 4, 1611, 2
> CCOC(=O)NNS(=O)(=O)c1cc(Br)ccc1Br
    0.8, 7, 15, 1, -6, -4, 1, 1, 1638, 8
> O=C(COc1cccc2c1CCN(Cc1ccccc1)C2=O)NCc1ccco1
    1.1, 2, -8, 1, -7, -4, 1, -3, 1619, -4
> COc1ccc(CCN2C(=O)C3C4CC(C5C(C(N)=O)=NOC45)C3C2=O)cc1OC (stereo not given)
    0.9, 10, 12, -1, 3, -5, 1, 4, 1502, -1
> O=C(/C=C/c1ccccc1[N+](=O)[O-])NCCN1C(=O)S/C(=C\c2ccc(F)cc2)C1=O
    1.1, -2, -5, -3, -4, 0, 1, -1, 1588, 2
> Clc1ccc2[nH]cc(-c3nnnn3-c3ccc4ccccc4c3)c2c1
    0.8, -3, 18, 2, -15, -4, 1, 1, 1513, 3
> CCOc1ccc(N(C(=O)Cn2nnc3ccccc32)C(C(=O)NC(C)(C)CC)c2cccn2C)cc1 (stereo not given)
    1.1, -5, -11, -9, -3, -2, 1, -12, 1397, 6
> Cc1nn(Cc2ccccc2)c(Cl)c1/C=C1\NC(=S)NC1=O
    1.2, 2, -22, 1, -107, -4, 1, -3, 1598, 0
> Nc1cc(=O)[nH]c(SCC(=O)NNC(=O)Cc2ccccc2)n1
    1.5, -4, -51, -6, 6, -3, 1, 1, 1573, 2
> CC(Oc1ccc(C(C)(C)C)cc1)c1ccnc2nc(/N=C/N(C)C)nn12 (stereo not given)
    1, -3, 2, 3, -6, 1, 1, -2, 1439, -4
> CC(=O)c1cccc(S(=O)(=O)Nc2cccc(S(=O)(=O)NC3=NCCC3)c2)c1
    0.9, 0, 8, 0, -16, -4, 1, -2, 1498, -1
> Fc1ccc(-c2[nH]ncc2-c2nnnn2-c2ccccc2)c(F)c1
    1, -3, -1, 1, 84*, 6, 0.9, -3, 1356, -8
> CCOC(=O)N1CCN(C(=O)c2ccc3c(=O)n(Cc4ccccc4)c(=S)[nH]c3c2)CC1
    1, 7, 0, -3, -2, 3, 1, -5, 1589, 5
> CCOc1ccc(Br)cc1S(=O)(=O)Nc1ccc(C(=O)OCC(=O)Nc2ccc(C#N)cc2)cc1
    1.1, 4, -5, 3, -5, -3, 1, 1, 1566, 7
> CCN1CCN(C(=S)Nc2cccc([N+](=O)[O-])c2)CC1
    0.9, 1, 9, -2, 10, -3, 1, 9, 1570, -7
> O=C(COc1ncnc2ccccc12)NCCc1ccccc1
    0.7, 0, 28, -10, 0, -3, 1, -2, 1801, 4
